High-throughput results: PubChem, National Center for Advancing Translational Sciences (NCATS)
EPAC2 antag = qHTS for Antagonist of cAMP-regulated guanine nucleotide exchange factor 2 (EPAC2): primary screen. Rap guanine nucleotide exchange factor 4 (Homo sapiens), Q8WZA2. EPAC2 GEF exchange of Rap1B-BODIPY-GDP, fluorescence. Potency, µM (highest dose often 114 µM), inactives show at the highest dose activity, negative = inhibition, hits mostly inhibitors. 360,000 tested, 0.18% active; also: potency is read from the fitted curve at half-maximal effect; % is scaled to controls: 0 for no effect and ±100 for the full control effect; nearly all actives have a fitted effect of over 45% in size; many of its hits are not listed in these tables
Target sequence (Q8WZA2 whole entry, looked up): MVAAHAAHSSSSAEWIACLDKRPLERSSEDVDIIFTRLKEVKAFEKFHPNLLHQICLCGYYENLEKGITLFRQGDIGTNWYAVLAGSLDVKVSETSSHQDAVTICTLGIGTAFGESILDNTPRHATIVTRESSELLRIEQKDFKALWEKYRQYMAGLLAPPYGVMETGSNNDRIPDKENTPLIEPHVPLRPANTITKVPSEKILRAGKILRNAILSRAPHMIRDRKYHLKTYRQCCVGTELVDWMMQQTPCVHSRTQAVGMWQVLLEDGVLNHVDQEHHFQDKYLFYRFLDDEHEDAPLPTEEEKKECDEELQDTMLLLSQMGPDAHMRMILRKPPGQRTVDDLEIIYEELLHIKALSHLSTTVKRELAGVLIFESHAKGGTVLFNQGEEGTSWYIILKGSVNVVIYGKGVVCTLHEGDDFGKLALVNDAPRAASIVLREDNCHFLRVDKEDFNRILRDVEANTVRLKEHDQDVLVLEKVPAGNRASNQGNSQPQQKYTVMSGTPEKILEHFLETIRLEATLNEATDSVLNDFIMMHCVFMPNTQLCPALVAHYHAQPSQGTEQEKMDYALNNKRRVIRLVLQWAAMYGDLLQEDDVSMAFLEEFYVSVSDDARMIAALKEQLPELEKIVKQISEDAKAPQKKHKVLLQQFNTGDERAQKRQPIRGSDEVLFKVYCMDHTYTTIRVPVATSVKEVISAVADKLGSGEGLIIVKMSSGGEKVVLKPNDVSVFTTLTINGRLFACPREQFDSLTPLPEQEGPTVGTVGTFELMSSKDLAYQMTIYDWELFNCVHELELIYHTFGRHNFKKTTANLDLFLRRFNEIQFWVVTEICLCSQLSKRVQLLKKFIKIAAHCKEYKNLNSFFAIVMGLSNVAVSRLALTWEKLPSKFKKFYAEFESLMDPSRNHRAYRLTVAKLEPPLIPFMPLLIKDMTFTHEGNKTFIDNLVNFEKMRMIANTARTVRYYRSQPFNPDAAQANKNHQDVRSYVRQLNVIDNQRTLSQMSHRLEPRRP
aSyn yeast inh = qHTS of alpha-syn Inhibitors. Yeast expressing alpha-synuclein, growth rescue, BacTiter-Glo, 24 h. Potency, µM (highest dose often 46.1 µM), for inactives: top-dose growth rescue (activation), usual class: activators. 370,000 tested, 0.14% active; also: potency is read from the fitted curve at half-maximal effect; % of control where 0% means no effect; nearly all actives have a fitted effect of over 65% in size
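Readout is rescue of growth in alpha-synuclein-expressing yeast, so inhibitors of toxicity appear as activators. Growth after 24 hr at 30 deg C in galactose medium is quantified by luminescence.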
FUS suppressor = qHTS for Suppressors of FUS Proteinopathy: Primary screen using FUS-linked yeast assay; S. cerevisiae FUS-expressing, growth rescue, OD600, 24 h; Potency, µM (doses to about 76.6 µM), for the others: top-dose growth rescue (activation), usual class: activators; 390,000 tested, 0.24% active; AID 1347120, 2019;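 also: potency is read from the fitted curve at half-maximal effect; plate controls were DMSO vehicle for no effect and reference control for full effect; nearly all actives have a fitted effect of over 55% in size; some results filed as inactive show a strong effect at the top dose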
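FUS-expressing yeast, raffinose-pregrown, induced in 2% galactose minimal medium at OD 0.005; compounds in a dilution series, 24hr at 30C. Growth restoration read as absorbance at 600 nm. CP55940 positive control, DMSO negative.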
TDP-43 yeast inh = qHTS of TDP-43 Inhibitors; Potency, µM (highest dose often 46.1 µM), for the others: at the highest dose growth rescue (activation), actives largely listed as activators; 410,000 tested, 1.8% active; TDP-43 expressing yeast growth rescue, BacTiter-Glo, 24 h; AID 652104, 2013; also: potency is read from the fitted curve at half-maximal effect; % of control where 0% means no effect; nearly all actives have a fitted effect of over 50% in size
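Galactose-induced TDP-43 yeast, OD600=0.02, compound pinned; 24 hr, 30 deg C; BacTiter-Glo luminescence for growth. Inhibitors of TDP-43 toxicity read as activators.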
EPAC2 ag = qHTS for Agonist of cAMP-regulated guanine nucleotide exchange factor 4 (EPAC2): primary screen. EPAC2 activation, biochemical qHTS; response scale: 100% = 6.5 mM cAMP response. Potency, µM (doses to about 154 µM), without a hit: at the highest dose activation, actives largely listed as activators. 360,000 tested, 0.079% active. AID 720711, 2013; also: potency is read from the fitted curve at half-maximal effect; nearly all actives have a fitted effect of over 50% in size
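Fluorescence exchange assay: 100 nM EPAC2 with 250 nM RAP1B-BODIPY-GDP and 50 uM GDP; compounds tested as a concentration-titration series (qHTS). Loss of Rap1-bound BODIPY-GDP fluorescence read at 480/540 nm; data normalized to 6.5 mM cAMP.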
Abeta rescue = qHTS for compounds that reverse cellular toxicity of Amyloid beta (A-beta) peptide in yeast: Primary Screen. 410,000 tested, 0.063% active. yeast expressing A-beta42, growth rescue, OD600, 48 h; response scale: 0% DMSO, 100% iron-clioquinol control. Potency, µM (series often up to 46.1 µM), without a hit: at the highest dose growth rescue, actives largely listed as activators. AID 1347071, 2019; also: potency is read from the fitted curve at half-maximal effect; nearly all actives have a fitted effect of over 55% in size
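Yeast growth medium received pinned compounds, then yeast cells expressing toxic A-beta were added; plates incubated at 30 C for 48 hr. Growth read as absorbance at 600 nm, normalized to DMSO and equimolar FeCl3 plus clioquinol controls.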
DRD3 antagonist = qHTS of D3 Dopamine Receptor Antagonist: qHTS; D3R cells, DiscoveRx beta-arrestin luminescence, antagonist mode; hits give low values; max response, negative = inhibition, %; AID 652054, 2013; 360,000 tested, 2.5% active; D(3) dopamine receptor (Homo sapiens), P35462; in the data active = max response below about -50%; inconclusive = no clear call, values can overlap the other calls; also: % is scaled to controls: 0 for no effect and ±100 for the full control effect; mostly tested at two doses, the higher about 12 µM
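Cells expressing the human receptor were seeded at 1500 cells/well, incubated overnight at 37 degrees C in 5% CO2, then exposed to library compounds with dopamine controls for 90 minutes at 37 degrees C before luminescent detection.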
D3 ag = qHTS of D3 Dopamine Receptor Agonist: qHTS; D(3) dopamine receptor (Homo sapiens), P35462; D3R DiscoveRx beta-arrestin cells, luminescence, 90 min; max activation, %; 410,000 tested, 0.58% active; AID 652048, 2013; in the data active = max activation above about 30%; also: 0% is about no effect; mostly tested at two doses, the higher about 12 µM
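Agonist-mode cell screen: cells plated at 1500/well and incubated overnight at 37 °C, then exposed to library compounds for 90 min at 37 °C. Detection reagent was added for 30–60 min at room temperature, and luminescence was read.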
* = called active by the depositor; ? = inconclusive; . = not tested or not shown; [ ] = remark or other dose. Unless noted, calls follow the shape of the dose curve; as a rule, active = well fitted curve in the direction sought with a large enough effect; inconclusive = small, poorly fitted or top-dose-only effect, or another doubt; inactive = no such curve, though single readings can be large; an effect the other way counts as inactive or inconclusive.

SMILES	EPAC2 antag	aSyn yeast inh	FUS suppressor	TDP-43 yeast inh	EPAC2 ag	Abeta rescue	DRD3 antagonist	D3 ag
O=C(CCN1C(=O)c2ccccc2C1=O)Nc1cccnc1	1.0%	4.2%	26.6%	0.0%	2.7%	-5.8%	-2.3	-3.0
O=C(C[C@H]1C[C@H](C(=O)N2CCCCC2)[C@@]2(CCc3ccccc3)c3[nH]c4cc(-c5ccco5)ccc4c3CCN2C1=O)NCCN1CCOCC1	-12.8%	-24.8%	?	-10.5%	-2.7%	-25.8%	?	-29.0
Fc1ccc(C2c3[nH]c4ccccc4c3CCN2Cc2cccn2-c2ncccn2)cc1 (stereo unspecified)	2.0%	4.3%	?	2.3%	3.7%	-5.5%	4.6	1.2
Cc1csc(NC(=O)Nc2ccccc2[N+](=O)[O-])n1	-2.5%	2.2%	35.3%	2.7%	-1.7%	25.2%	7.0	-3.6
COc1ccc(C)cc1N(CC(=O)NCCSCc1cccc(Cl)c1)S(C)(=O)=O	-4.3%	5.9%	2.1%	12.9%	7.2%	7.7%	20.4	2.2
O=C(NC1CCCCC1)c1ccc(OC2CCN(Cc3ccccn3)CC2)cc1	-6.5%	0.0%	.	1.5%	-6.9%	-8.6%	-6.4	-17.4
CCCCNC(=O)CNC(=S)N(Cc1ccc(C)cc1)Cc1ccco1	-15.1%	0.9%	18.4%	?	-2.2%	13.3%	-4.5	-5.6
COC(=O)c1ccc([C@@H]2Nc3c(OC)ccc(C)c3[C@@H]3C=CC[C@@H]32)cc1	.	.	?	5.5%[9.22 µM]	.	4.3%	.	-7.0
CCOc1ccc(/C=C(\C#N)C(=O)c2c(C)[nH]c3ccccc23)cc1OC	-4.5%	-19.5%	42.3%	20µM*	19.4%	-31.0%[inhibitor]	-17.8	13.3
COc1ccc(-c2noc(-c3ccc(NCC4CCCO4)c([N+](=O)[O-])c3)n2)cc1 (stereo unspecified)	.	.	3.0%	24.0%	.	-9.1%	.	9.0
CC1CCN(C(=O)c2c(NC(=O)c3ccccc3F)sc3c2CCC(C(C)(C)C)C3)CC1 (stereo unspecified)	.	.	18.4%	17.1%	.	4.0%	.	-1.9
Cn1c(-c2ccccc2)cnc1N	16.7%	-4.0%	16.9%	-9.4%	5.2%	-9.2%	-116.6*	-3.1
CCOC(=O)Cc1cc(=O)c2cc(C)ccc2[nH]1	-10.7%	4.6%	-22.0%	7.7%	-1.8%	-1.7%	14.8	1.0
CCC(C)c1ccc(-c2cc(C(=O)OCC(=O)Nc3cc(C)on3)c3ccccc3n2)cc1 (stereo unspecified)	4.7%	-6.5%	9.0%	-2.2%	0.8%	10.5%	3.7	2.6
CCCC(=O)c1ccc(N2CCN(C(=O)c3ccc(Br)cc3)CC2)c(F)c1	-2.3%	21.2%	13.0%	-29.2%	21.0%	-21.5%	-10.2	4.2
O=C(Nc1cccc([N+](=O)[O-])c1)C1CC(=O)N(Cc2ccccc2)C1 (stereo unspecified)	0.7%	-4.5%	7.0%	-6.2%	6.5%	-10.7%	1.6	-3.4
CCOC(=O)c1cc(-c2ccc(OC)cc2)n[nH]1	-3.5%	4.7%	3.0%	23.7%	11.7%	17.4%	1.1	5.7
Cc1ccc(-c2nnn(CC(=O)N(CCO)C(C(=O)NC3CCCC3)c3ccc(F)cc3)n2)o1 (stereo unspecified)	6.1%	-0.5%	1.6%	-6.2%	12.1%	-6.5%	-12.0	-4.3
CCc1ccc2c(CC(=O)NNC(=O)c3ccncc3)coc2c1	4.0%	-10.4%[1.84 µM]	14.5%	4.6%	-1.0%	1.2%	-1.9	8.6
O=C(O)c1ccc2nc(CO)[nH]c2c1	-2.1%	5.8%	8.2%	-3.8%	0.4%	15.0%	7.8	-2.5
O=C(CCS(=O)(=O)Cc1ccccc1)NCCc1ccccc1	-7.3%	-7.8%	-14.9%	-0.5%	8.4%	10.7%	-2.5	7.6
O=C(NCCC1CCCCN1S(=O)(=O)c1ccccc1)C(=O)NC1CC1 (stereo unspecified)	-4.0%	-1.4%	5.0%	16.7%	13.5%	3.8%	2.8	0.5
O=c1[nH]c(CSc2nc(-c3ccc(F)cc3)cs2)nc2ccccc12	-6.8%	10.5%	.	-3.7%	3.4%	0.4%	-1.1	6.3
O=C(CCC(=O)N1CCN(c2ccc(F)cc2)CC1)c1ccccc1	-1.6%	10.5%	2.8%	19.7%	3.7%	-11.4%	-10.1	-0.2
CC1CCCC(NC(=O)c2cc(-c3ccncc3)nc3ccccc23)C1C (stereo unspecified)	-5.7%	-2.9%	20.2%	0.0%	0.4%	3.8%	0.0	5.5

Only Abeta rescue and FUS suppressor, for six of the compounds above:
structure	Abeta rescue	FUS suppressor
CCCCNC(=O)CNC(=S)N(Cc1ccc(C)cc1)Cc1ccco1	13.3%	18.4%
COC(=O)c1ccc([C@@H]2Nc3c(OC)ccc(C)c3[C@@H]3C=CC[C@@H]32)cc1	4.3%	?
CCOc1ccc(/C=C(\C#N)C(=O)c2c(C)[nH]c3ccccc23)cc1OC	-31.0%[inhibitor]	42.3%
COc1ccc(-c2noc(-c3ccc(NCC4CCCO4)c([N+](=O)[O-])c3)n2)cc1 (stereo unspecified)	-9.1%	3.0%
CC1CCN(C(=O)c2c(NC(=O)c3ccccc3F)sc3c2CCC(C(C)(C)C)C3)CC1 (stereo unspecified)	4.0%	18.4%
Cn1c(-c2ccccc2)cnc1N	-9.2%	16.9%

Other compounds follow:
SMILES	EPAC2 antag	aSyn yeast inh	FUS suppressor	TDP-43 yeast inh	EPAC2 ag	Abeta rescue	DRD3 antagonist	D3 ag
Cc1occc1-c1nnc(SCC(=O)Nc2c(F)cccc2F)n1C	3.1%	1.0%	-3.4%	-8.1%	1.9%	16.5%	7.9	-1.3
O=C(O)Cc1cc2c(s1)CCCCC2	-3.9%	9.1%	1.0%	12.6µM*	3.8%	8.0%	-20.6	0.8
CC(C)CN(C(=O)CSc1nc(N)cc(N)n1)C1CCS(=O)(=O)C1 (stereo unspecified)	22.7%	8.9%	8.3%	9.2%	2.7%	-10.6%	24.6	4.3
Cc1cccc(CSc2ccc3nnc(-c4ccccn4)n3n2)c1	-0.1%	22.1%	27.3%	?	9.8%	-2.3%	0.7	-4.1
CCCCn1c(N)c(N(CC)C(=O)c2ccc(-c3ccc(Cl)cc3)o2)c(=O)[nH]c1=O	.	0.1%	-15.1%	11.8%	-4.2%	1.5%	8.3	0.4
O=C(NCCc1ccc(O)c(Br)c1)c1ccc(Br)o1	-1.4%	2.2%	2.6%	7.5%	9.1%	-12.5%	-4.2	-6.4
Cc1ccc(S(=O)(=O)N2CCC(C(=O)N3CCC(C(=O)NCC4CCCO4)CC3)CC2)cc1 (stereo unspecified)	4.9%	0.9%	20.5%	-16.4%	5.9%	5.4%	19.6	7.0
O=C(NCc1ccco1)C(c1ccc(F)cc1)N(C(=O)Cc1cccs1)c1cccnc1 (stereo unspecified)	-2.8%	-4.1%	4.6%	-18.7%	3.5%	6.9%	-22.7	5.7
COc1ccc2nc(SCC(=O)Nc3cc(C)on3)c(C#N)cc2c1	-12.4%	-1.9%	3.7%	-9.8%	14.7%	2.5%	29.6	3.6
NC(=O)c1c(NC(=O)c2ccc(F)cc2Cl)sc2c1CCC2	-3.7%	3.5%	-2.8%	8.9%	-2.4%	7.9%	4.7	0.0
Cc1ccc(S(=O)(=O)N2CCC(C(=O)OC(C)C(=O)N3CCOCC3)CC2)cc1 (stereo unspecified)	2.8%	3.3%	-5.6%	-0.5%	0.9%	1.0%	0.0	5.2
CC(C)n1cnnc1SCC(=O)NC(=O)c1ccccc1	5.8%	-3.4%	0.1%	-18.5%	10.3%	2.6%	9.2	9.9
O=C(COc1ccccc1[N+](=O)[O-])NCCC1=CCCCC1	-18.9%	4.8%	13.7%	-15.9%[0.397 µM]	11.2%	2.5%	-25.6	-12.0
CCOC(=O)[C@@H]1[C@H]2COc3ccccc3[C@@H]2N2C(=O)N(c3cccc(F)c3)C(=O)[C@]12C	6.2%	0.7%	17.2%	0.0%	22.3%	4.9%	-27.1	0.1
COC(=O)c1ccc(NC(=O)C2(S(=O)(=O)c3ccc(C)cc3)CC2)cc1	.	.	-14.2%	?	.	-9.4%	.	-1.9
O=C(NCCc1nnc2ccc(SCC(=O)N3CCCC3)nn12)c1ccccc1	4.4%	4.0%	-1.1%	10.0%	2.4%	6.4%	2.4	1.2
C[C@@H]1CN([C@@H](C)CO)C(=O)CCCn2nncc2CO[C@H]1CN(C)Cc1ccc(-c2ccccc2)cc1	?	-0.4%	-7.7%	0.6%	3.9%	-1.0%	32.0	9.2
S=C(NCc1ccco1)N1CCN(c2ccccc2Cl)CC1	-11.9%	-41.1%[inhibitor]	22.0%	.	9.4%	8.8%	0.0	-13.8
Cc1cccc(Nc2ncnc3onc(-c4ccc(F)cc4)c23)c1C	-5.2%	-0.9%	?	14.1µM*	14.6%	0.0%	-14.6	-0.2
CCOC(=O)CN1C(=O)S/C(=C/c2ccc(OC)c([N+](=O)[O-])c2)C1=O	0.9%	4.5%	2.8%	-12.9%[0.397 µM]	4.6%	3.2%	10.2	1.8
C/C(=N\Nc1nc(N2CCCCC2)nc(N2CCOCC2)n1)c1ccccc1O	-5.9%	2.4%	22.1%	?	17.8%	-6.6%	14.3	9.2

Whole records, looked up by structure:
`O=c1[nH]c(CSc2nc(-c3ccc(F)cc3)cs2)nc2ccccc12` is listed with EPAC2 antag: -6.8%; aSyn yeast inh: 10.5%; FUS suppressor: .; TDP-43 yeast inh: -3.7%; EPAC2 ag: 3.4%; Abeta rescue: 0.4%; DRD3 antagonist: -1.1; D3 ag: 6.3
`CC(C)CN(C(=O)CSc1nc(N)cc(N)n1)C1CCS(=O)(=O)C1` (stereo unspecified) is listed with EPAC2 antag: 22.7%; aSyn yeast inh: 8.9%; FUS suppressor: 8.3%; TDP-43 yeast inh: 9.2%; EPAC2 ag: 2.7%; Abeta rescue: -10.6%; DRD3 antagonist: 24.6; D3 ag: 4.3

Some of the compounds tested. The share of hits here may be higher or lower than overall.
